SW480 rerep: induces DNA re-replication in SW480 colon adenocarcinoma cells; hit rate 1.8% among 340,000; Potency, µM (doses to about 46.1 µM), without a hit: at the top dose re-replication activation, hits mostly activators; SW480 DNA re-replication, Hoechst DNA content imaging, 48 h; note: potency is the fitted concentration of half-maximal effect; % of control where 0% means no effect; nearly all actives have a fitted effect of over 55% in size
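Compounds, transferred as 23 nL by pin tool, were incubated with cells for 48 hr; DNA content per nucleus was then quantified by Hoechst staining and fluorescence plate imaging.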
MCF10A rerep: DNA re-replication induction in MCF 10a cells | MCF 10A DNA re-replication, Hoechst nuclear intensity, 48 h | Potency, µM (doses to about 46.1 µM), for inactives: top-dose activity, positive = re-replication, hits mostly activators | hit rate 2.9% among 350,000 | AID 624296; note: potency is the fitted concentration of half-maximal effect; % of control where 0% means no effect; nearly all actives have a fitted effect of over 50% in size
IL-1B inflam inh: inflammasome signaling inhibition, IL-1 beta readout | THP-1 LPS/ATP IL-1B secretion, AlphaLISA, 16 h; stronger effect = lower value | activity change, % at 57.5 µM | hit rate 4.7% among 360,000 | AID 743279; in the data active = activity change below about -50%; inconclusive = mostly about -30% to -49%; note: % is set by controls: 0 for no effect and ±100 for the full control effect
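THP-1 cells pretreated 1 hr with compounds (up to 57.5 uM final), then stimulated with LPS (250 ng/mL final) plus ATP (1.25 mM final); secreted IL-1B measured by AlphaLISA after 16 hr, decreased signal indicating inhibition.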
HT1080NT lethal: kills 2HG-producing HT-1080-NT fibrosarcoma cells | HT-1080-NT fibrosarcoma viability, CellTiter-Glo ATP luminescence, 48 h | Potency, µM (highest dose often 46.1 µM), for the others: at the top dose activity, negative = less viability, actives largely listed as cytotoxic | hit rate 1.6% among 360,000;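 note: NT is the 2HG producing partner of a matched IDH1 knockdown line; potency is the fitted concentration of half-maximal effect; 0% = DMSO-treated cells and -100% = media-only wells without cells; nearly all actives have a fitted effect of over 55% in size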
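Viability by CellTiter-Glo luminescence after 48 h compound exposure at 37C of HT-1080-NT cells (750/well, RPMI, 5% FBS). % activity scaled between DMSO wells and medium-only wells, then curve-fitted and categorized by curve class.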
KB-V1 cytotox: KB-V1 MDR subline cytotoxicity; KB-V1 MDR cells viability, CellTiter-Glo, 72 h; Potency, µM (highest dose often 46.1 µM), inactives show top-dose activity change, negative = cytotoxicity, most hits filed as cytotoxic; hit rate 3.4% among 400,000; AID 1347076; note: potency is the fitted concentration of half-maximal effect; % is set by controls: 0 for no effect and ±100 for the full control effect; nearly all actives have a fitted effect of over 60% in size
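Following 72 h at 37 degrees C with compound, KB-V1 cell viability was read by CellTiter-Glo luminescence, medium being phenol-red-free DMEM plus 10% FBS; concentration-response parameters came from normalized, curve-fitted qHTS data.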
WRN helicase inh: WRN helicase (human) inhibition | WRN helicase unwinding, fluorescent forked duplex, kinetic | Potency, µM (series often up to 114 µM), inactives show at the top dose activity change, negative = inhibition, actives largely listed as inhibitors | hit rate 0.46% among 360,000 | AID 651768 | Q14191; note: potency is the fitted concentration of half-maximal effect; % is set by controls: 0 for no effect and ±100 for the full control effect; nearly all actives have a fitted effect of over 55% in size
Target sequence (Q14191 whole entry, looked up): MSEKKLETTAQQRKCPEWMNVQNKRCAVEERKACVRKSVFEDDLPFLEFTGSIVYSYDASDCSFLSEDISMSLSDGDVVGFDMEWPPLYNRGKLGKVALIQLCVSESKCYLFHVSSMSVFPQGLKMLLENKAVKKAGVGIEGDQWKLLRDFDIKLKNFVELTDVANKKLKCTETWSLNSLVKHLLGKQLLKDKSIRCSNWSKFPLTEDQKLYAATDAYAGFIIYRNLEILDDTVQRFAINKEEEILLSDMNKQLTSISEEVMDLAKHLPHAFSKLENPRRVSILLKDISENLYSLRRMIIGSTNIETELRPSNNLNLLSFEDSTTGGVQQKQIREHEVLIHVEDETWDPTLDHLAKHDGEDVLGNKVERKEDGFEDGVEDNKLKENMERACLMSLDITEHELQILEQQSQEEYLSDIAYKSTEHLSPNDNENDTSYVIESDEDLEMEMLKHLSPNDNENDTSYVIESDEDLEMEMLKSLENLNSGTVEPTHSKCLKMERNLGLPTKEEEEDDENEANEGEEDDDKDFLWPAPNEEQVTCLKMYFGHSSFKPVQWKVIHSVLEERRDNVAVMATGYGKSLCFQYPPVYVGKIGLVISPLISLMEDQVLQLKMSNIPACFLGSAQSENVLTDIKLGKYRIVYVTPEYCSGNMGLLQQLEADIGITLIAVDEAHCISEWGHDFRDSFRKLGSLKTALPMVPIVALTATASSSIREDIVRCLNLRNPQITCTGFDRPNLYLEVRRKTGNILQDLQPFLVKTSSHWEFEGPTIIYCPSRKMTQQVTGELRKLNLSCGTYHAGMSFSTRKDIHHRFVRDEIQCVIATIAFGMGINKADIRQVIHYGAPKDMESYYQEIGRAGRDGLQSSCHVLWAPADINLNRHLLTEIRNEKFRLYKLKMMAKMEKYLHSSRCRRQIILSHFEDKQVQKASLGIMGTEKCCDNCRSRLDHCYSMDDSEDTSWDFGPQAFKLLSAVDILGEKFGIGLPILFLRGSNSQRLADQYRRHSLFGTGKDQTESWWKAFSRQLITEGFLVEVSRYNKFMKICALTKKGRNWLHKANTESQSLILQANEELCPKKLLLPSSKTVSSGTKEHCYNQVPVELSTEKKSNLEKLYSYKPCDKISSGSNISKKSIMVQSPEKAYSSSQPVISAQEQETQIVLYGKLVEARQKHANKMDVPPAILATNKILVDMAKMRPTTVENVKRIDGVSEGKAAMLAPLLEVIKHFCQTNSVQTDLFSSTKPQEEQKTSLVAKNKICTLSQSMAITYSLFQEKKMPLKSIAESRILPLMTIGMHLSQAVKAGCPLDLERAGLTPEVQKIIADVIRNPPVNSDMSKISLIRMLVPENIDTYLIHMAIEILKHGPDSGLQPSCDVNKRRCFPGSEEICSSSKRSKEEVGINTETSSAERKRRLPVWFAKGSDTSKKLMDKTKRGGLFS
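Kinetic red-fluorescence monitoring (525/598 nm) tracks WRN helicase activity after 100 nM fluorophore-quencher forked duplex and 2 mM ATP are added to 20 nM enzyme pretreated 15 min at room temperature with compound.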
ATXN2 expr inh: reduces ATXN2 reporter expression in HEK-293 cells; HEK-293 ATXN2-luciferase reporter, luminescence, 24 h; Potency, µM (top dose mostly 57 µM), for inactives: top-dose activity change, negative = inhibition, actives largely listed as inhibitors; hit rate 0.72% among 360,000; note: potency is the fitted concentration of half-maximal effect; % is set by controls: 0 for no effect and ±100 for the full control effect; nearly all actives have a fitted effect of over 55% in size
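ATXN2-luciferase reporter cells (luciferase flanked by upstream and downstream ATXN2 gene portions) were treated 24 h at 37 °C with compounds at up to 57 uM. SteadyGlo luminescence gave expression; GF-AFC fluorescence gave viability.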
KB-3-1 tox: KB-3-1 parental cell cytotoxicity. KB-3-1 viability, CellTiter-Glo ATP luminescence, 72 h. Potency, µM (titrated, usually from 46.1 µM), for inactives: top-dose activity change, negative = cytotoxic, actives largely listed as cytotoxic. hit rate 1.4% among 400,000. AID 1347075; note: potency is the fitted concentration of half-maximal effect; % is set by controls: 0 for no effect and ±100 for the full control effect; nearly all actives have a fitted effect of over 60% in size
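Luminescent ATP read-out (CellTiter-Glo) measures survival of drug-naive KB-3-1 cells after 72 h compound exposure at 37 °C. Titration series was screened from lowest to highest concentration, with DMSO vehicle plates as background controls.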
HT1080 IDH1KD tx: kills HT-1080 cells with IDH1 knockdown | Potency, µM (doses to about 46.1 µM), for the others: top-dose activity, negative = toxicity, hits mostly cytotoxic | HT-1080 IDH1 knockdown viability, ATP luminescence, 48 h | hit rate 2% among 360,000;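 note: potency is the fitted concentration of half-maximal effect; 0% = DMSO wells and -100% = cell-free medium wells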
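In this qHTS, HT-1080 cells depleted of IDH1 are exposed for 48 h at 37 °C to compound titrations. Toxicity is scored from CellTiter-Glo luminescence, with DMSO as full viability and medium alone as none.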
Starred values were filed as active, the others as inactive; ? = inconclusive; . = no result given; & = joins results of further samples; [ ] = another dose, or the depositor's remark. Unless noted, calls come from the whole dose curve; as a rule, active = well fitted curve in the direction sought with a large enough effect; inconclusive = small, poorly fitted or top-dose-only effect, or another doubt; inactive = no such curve, though single readings can be large; an effect the other way counts as inactive or inconclusive.

Every second line gives: SW480 rerep, MCF10A rerep, IL-1B inflam inh, HT1080NT lethal, KB-V1 cytotox, WRN helicase inh, ATXN2 expr inh, KB-3-1 tox, HT1080 IDH1KD tx
1) CC#CP(=O)(OC)C(O)(CF)c1ccccc1 (stereo unspecified)
 : 1%, -30%, 18, 5%, 19%, 12%, 10%, 1%, 12%
2) C[C@H](CCC(=O)O)[C@H]1CC[C@H]2[C@@H]3CC[C@@H]4C[C@H](O)CC[C@]4(C)[C@H]3CC[C@]12C
 : -2%, ?, 28, 0%, -3%, -33%, -33%, 0%, 0%
3) CN(C)C1CCc2[nH]c3c(F)cc(F)cc3c2C1 (stereo unspecified)
 : ., ., -8, -17%, -14%, -6%, ., 5%, -24%
4) CC1=CC2OC3CC4OC(=O)C=CC=CC(=O)OCCC(C)C(O)C(=O)OCC2(CC1)C4(C)C31CO1 (stereo unspecified)
 : ?, 12%, -103*, 0.16µM*, 0.1µM*, -5%, ?, 0.037µM*, .
5) O=C(NC(=S)N1C[C@H]2C[C@H](C1)c1cccc(=O)n1C2)c1ccc(F)cc1
 : -4%, 0%, -1, 9%, -8%, 2%, 5%, 0%, 3%
6) COc1ccc(C(=O)Cn2c(NCCCl)nc3ccccc32)cc1
 : -19%, ?, -2, -12%, -18%, 0%, -26%, -5%, -2%
7) CC(C)(C)C(=O)OCC12CCC(O1)C1(C)C(=O)OCC21 (stereo unspecified)
 : 8%, -3%, 8, 29%, 22%, -2%, 8%, 8%, 27%
8) CN(C)C(=O)CSc1nnc([C@@H](N)Cc2ccccc2)o1
 : 1%, 1%, 35, 8%, 6%, 5%, 1%, 12%, -1%
9) COc1ccc(CN2Cc3cnnn3-c3ccccc3C2C#N)cc1 (stereo unspecified)
 : ?, 3.3µM*, -102*, 8.2µM*, ?, 1%, ?, 0%, 6.5µM*
10) Cc1ccc(S(=O)(=O)N(C)C/N=C(\N)N[N+](=O)[O-])cc1
 : -4%, 2%, 6, 1%, ?, 0%[57.1 µM], -2%, 1%, 22%
11) Cn1c(O)c(/C=N/c2ccccn2)c(=O)n(C)c1=O
 : -5%, -3%, -1, -4%, 9%, -2%[57.1 µM], -1%, 8%, 2%[9.24 µM]
12) COC(=O)c1ccccc1OP1(=O)COc2ccccc2OC1
 : -4%, 2%, 2, 3%, 0%, -7%, -3%, -3%, 6%
13) CC(O)(CS(=O)(=O)c1cccc(C(F)(F)F)c1)C(=O)Nc1ccc(C(F)(F)F)cc1 (stereo unspecified)
 : 10%, 14%, 23, -25%, -27%, 1%, -11%, ?, ?
14) Cc1ccc(C)c(OCC(=O)N2CCCN(C)CC2)c1
 : 1%, 7%, 16, 10%, 27%, 0%, -13%, 0%, 20%
15) OC(c1ccccc1)(c1ccccc1)c1ccncc1
 : 5%, 3%, 10, -2%, 5%, -2%, ., -7%, -11%
16) CCCn1c(C)c(C(=O)c2cccc3ccccc23)c2ccccc21
 : 20%, ?, -21, ?, ?, -3%, 22%, ?, ?
17) Cc1cccc(-n2c(-c3ccco3)nc3ccccc3c2=O)c1C
 : 25%, 13%, -7, 0%, 0%, -7%, -10%, -4%, -20%
18) CC(=O)OC1CC(OC2C(O)CC(OC3C(O)CC(OC4CCC5(C)C(CCC6C5CCC5(C)C(C7=CC(=O)OC7)CCC65O)C4)OC3C)OC2C)OC(C)C1OC1OC(CO)C(O)C(O)C1O (stereo unspecified)
 : 0.92µM*, 15%, -71*, 0.082µM*, 0.41µM*, 1%, 0.0075µM*, ?, 0.052µM*
19) CN1CCN(Cc2nnc3n2-c2ccc(Cl)cc2C(c2ccccc2)=NC3)CC1
 : 2%, 9%, 18, -1%, -13%, 9%, -2%, -1%, 17%
20) O=C1Nc2ccccc2C1Cc1nc2ccccc2c(=O)n1-c1ccccc1 (stereo unspecified)
 : -1%, -1%, 14, 2%, -30%, 0%, 1%, -1%, 0%
21) CCOP(=O)(OCC)c1nc(-c2ccc(F)cc2)oc1NCc1ccccc1
 : -18%, 4.1µM*, -54*, ?, -14%, 1%, -21%, 9%, -8%
22) OC1/C(=C/c2ccc(F)cc2)N2CCC1CC2 (stereo unspecified)
 : 7%, 13%, 29, -5%, -13%, -9%, ., -8%, -3%
23) CC(=O)OC(C)(C)/C=C/C(=O)C(C)(O)C1[C@H](O)C[C@@]2(C)C3CC=C4C(CC[C@@H](O)C4(C)C)[C@]3(CO)C(=O)C[C@]12C (stereo partly specified)
 : ?, ?, -98*, 0.1µM*, 3.7µM*, 8%, ?, ?, 0.033µM*
24) COc1c(C=C2C(=O)NC(=O)NC2=O)c(CCN(C)C(=O)c2ccccc2)cc2c1OCO2
 : 1%, ?, 8, 3%, 21%, 1%, -6%, 0%, 9%
25) Cc1ccc(-c2nc3ccc(C)cn3c2CC(=O)N(C)C)cc1
 : -19%&-2%, 3%&2%, -18, 2%, -29%, 7%, -3%&72%, 0%, -7%
26) Cc1cccc(-c2nc3ccccc3c(=O)n2-n2cccc2)c1
 : 0%, ?, -16, 18%, -21%, -5%, -12%, -14%, 5%
27) O=C1NC(=O)C(CCOc2ccccc2)(CCc2ccccc2)C(=O)N1
 : -10%, 17%, 30, -2%, -5%, 4%, 5%, 3%, 3%
28) O=C1NC(=O)N(Cc2ccco2)C(=O)/C1=C/c1ccc(-c2cccc([N+](=O)[O-])c2)o1
 : ?, ?, ?, 1%, -2%, 22µM*, ?, 1%, 0%
29) Cc1cc(Br)cn2c(CC(=O)N3CCCCC3)c(-c3ccc(F)cc3)nc12
 : ., ., 29, 3%, 17%, 4%, 10%, 22%, 4%
30) O=C1Nc2ccccc2/C1=C/c1cnc[nH]1
 : ?, ?, -25, -7%, ?, -13%, ?, 4%, ?

(31) Cc1ccc(NC(=O)CSc2nnc([C@@H](N)Cc3c[nH]c4ccccc34)o2)c(C)c1
(32) CCOC(=O)c1c(C)n(CC(O)CN2CCOCC2)c2cc(Br)c(OC)cc12 (stereo unspecified)
(33) CCOC(=O)[C@]12Cc3cc(C)ccc3[C@H]1N(Cc1ccccc1)C(=O)c1cc(OC)ccc12
(34) CC[C@H]1CC2CN3CCc4c([nH]c5ccccc45)C(C(=O)OC)(C2)C13 (stereo partly specified)
(35) CC(C)(C)c1ccc(S(=O)(=O)N2CC3CC(C2)c2cccc(=O)n2C3)cc1 (stereo unspecified)
(36) CC(=NCCc1ccccc1)c1c(O)[nH]c(=O)[nH]c1=O
(37) COc1cc(NS(=O)(=O)c2ccc3c(c2)oc(=O)n3C)cc(OC)c1OC
(38) COc1ccccc1N1CCN(Cc2c[nH]c3ccccc23)CC1
(39) N#Cc1ccc(NC(=O)CN2CCCC2)cc1Cl
(40) CCC(NC(=O)OC(C)(C)C)C(=O)Oc1cc(C)cc2oc(=O)c3c(c12)CCC3 (stereo unspecified)
(41) Cc1c(C=O)c2ccccc2n1Cc1cccc(F)c1

Screen / compound no. | 31 | 32 | 33 | 34 | 35 | 36 | 37 | 38 | 39 | 40 | 41
SW480 rerep | -3% | -1% | . | ? | -1% | -1% | 21µM* | 24% | 1% | 1% | -4%
MCF10A rerep | 1% | 4% | . | ? | -8% | 0% | ? | 22% | -18% | 24% | ?
IL-1B inflam inh | -11 | -24 | -96* | 11 | 12 | 6 | 72 | . | -19 | 26 | 54
HT1080NT lethal | 0% | -25% | ? | 4% | -18% | -15% | ? | ? | 1% | 14% | -3%
KB-V1 cytotox | -4% | 2% | 9.2µM* | ? | -2% | 2% | ? | ? | 2% | 15µM* | 0%
WRN helicase inh | -9% | -7% | -7% | -3% | 0%[57.1 µM] | -4% | 3% | -1% | 12% | 16% | -18%
ATXN2 expr inh | -7% | -9% | ? | 2% | -10% | -3% | ? | -31% | 9% | -6% | -6%
KB-3-1 tox | 8% | 8% | 18µM* | 0% | 12% | 15% | 7.3µM* | -2% | 0% | -28% | 0%
HT1080 IDH1KD tx | 2% | 1% | 21µM* | 1% | -13%[9.24 µM] | -29% | ? | ? | -6% | 16% | -11%

Four of these compounds in another layout.
31. Cc1ccc(NC(=O)CSc2nnc([C@@H](N)Cc3c[nH]c4ccccc34)o2)c(C)c1
  SW480 rerep: -3%
  MCF10A rerep: 1%
  IL-1B inflam inh: -11
  HT1080NT lethal: 0%
  KB-V1 cytotox: -4%
  WRN helicase inh: -9%
  ATXN2 expr inh: -7%
  KB-3-1 tox: 8%
  HT1080 IDH1KD tx: 2%
18. CC(=O)OC1CC(OC2C(O)CC(OC3C(O)CC(OC4CCC5(C)C(CCC6C5CCC5(C)C(C7=CC(=O)OC7)CCC65O)C4)OC3C)OC2C)OC(C)C1OC1OC(CO)C(O)C(O)C1O (stereo unspecified)
  SW480 rerep: 0.92µM*
  MCF10A rerep: 15%
  IL-1B inflam inh: -71*
  HT1080NT lethal: 0.082µM*
  KB-V1 cytotox: 0.41µM*
  WRN helicase inh: 1%
  ATXN2 expr inh: 0.0075µM*
  KB-3-1 tox: ?
  HT1080 IDH1KD tx: 0.052µM*
19. CN1CCN(Cc2nnc3n2-c2ccc(Cl)cc2C(c2ccccc2)=NC3)CC1
  SW480 rerep: 2%
  MCF10A rerep: 9%
  IL-1B inflam inh: 18
  HT1080NT lethal: -1%
  KB-V1 cytotox: -13%
  WRN helicase inh: 9%
  ATXN2 expr inh: -2%
  KB-3-1 tox: -1%
  HT1080 IDH1KD tx: 17%
13. CC(O)(CS(=O)(=O)c1cccc(C(F)(F)F)c1)C(=O)Nc1ccc(C(F)(F)F)cc1 (stereo unspecified)
  SW480 rerep: 10%
  MCF10A rerep: 14%
  IL-1B inflam inh: 23
  HT1080NT lethal: -25%
  KB-V1 cytotox: -27%
  WRN helicase inh: 1%
  ATXN2 expr inh: -11%
  KB-3-1 tox: ?
  HT1080 IDH1KD tx: ?

Assay outcomes from PubChem.

Some of the compounds tested; the hit share may differ from the screen's.
